# Compound activity from PubChem.
# V1R ag counter: V1a receptor agonism, counter-screen for OXTR agonists | P37288 | CHO-V1R cells, Fluo-8 calcium fluorescence, agonist mode; 0% DMSO, 100% 3 nM vasopressin | activation, % at 3 µM | hit rate 0.25% among 320,000;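 active = activation above the mean activation of all tested compounds plus 3 SD, per screening run, cut at about 20% in these data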;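 also: signal is peak over basal fluorescence ratio across a 100 second FLIPR read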
# PHOSPHO1 inh: inhibitors of human PHOSPHO1 phosphatase | AID 1565 | Q8TCT1 | inhibition, % at 13.3 µM | hit rate 1.1% among 290,000 | recombinant PHOSPHO1, absorbance phosphatase assay; in the data active = inhibition above about 60%
# MEKK2wt PB1 HTS: raises or lowers MEK5 binding to wildtype human MEKK2 PB1 domain. binding response (% of control), % at 10 µM. hit rate 1.1% among 290,000. Q9Y2U5. bead flow cytometry, Alexa488-MEK5 binding to MEKK2 WT; actives lie on both sides; in the data active = binding response below about 67% or above about 130%
# MEKK2mut PB1 HTS: signal of MEK5 binding to mutant human MEKK2 PB1 domain; bead flow cytometry, Alexa488-MEK5 binding to MEKK2 mutant; percent response, % at 10 µM; hit rate 0.35% among 290,000; AID 1530; in the data active = percent response above about 24%, passing the limit was not always enough; also: inactives centre near 1; some results filed as inactive read as strong as hits; reference of the scale not given here
# MEKK3 PB1 HTS: MEKK3-MEK5 PB1 interaction, increase or decrease. Q99759. binding response (% of control), % at 10 µM. bead-based flow cytometry, Alexa488-MEK5 binding to MEKK3; actives lie on both sides; 0 = blocked by unlabeled MEK5, 100 = vehicle. AID 1529. hit rate 1.4% among 290,000;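 active = binding response more than 3 SD above or below the average of its plate-row segment, actives on both sides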;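 also: Alexa488 bead fluorescence after subtracting the streptavidin-only scavenger bead signal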
# Target sequence (Q99759 whole entry, looked up): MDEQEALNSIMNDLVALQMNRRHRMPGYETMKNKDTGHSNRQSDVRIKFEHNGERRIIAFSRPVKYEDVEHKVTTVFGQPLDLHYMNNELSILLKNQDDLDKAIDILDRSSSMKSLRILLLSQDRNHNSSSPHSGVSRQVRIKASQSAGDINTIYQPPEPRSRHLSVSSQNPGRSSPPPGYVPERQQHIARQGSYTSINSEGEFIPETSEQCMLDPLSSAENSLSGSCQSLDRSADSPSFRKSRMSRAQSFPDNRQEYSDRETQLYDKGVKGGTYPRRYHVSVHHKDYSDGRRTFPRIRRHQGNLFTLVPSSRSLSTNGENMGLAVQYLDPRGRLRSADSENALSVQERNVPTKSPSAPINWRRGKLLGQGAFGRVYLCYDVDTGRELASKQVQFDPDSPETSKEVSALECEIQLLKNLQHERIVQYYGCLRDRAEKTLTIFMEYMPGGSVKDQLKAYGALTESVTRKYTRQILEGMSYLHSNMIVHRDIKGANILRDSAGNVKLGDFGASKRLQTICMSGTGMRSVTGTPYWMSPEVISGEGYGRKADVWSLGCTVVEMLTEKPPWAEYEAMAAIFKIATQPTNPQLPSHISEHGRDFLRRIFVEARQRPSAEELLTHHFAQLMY
# GPR7 antag: antagonists of human GPR7 (neuropeptides B/W receptor 1); P48145; GPR7-expressing cells, fluorescence antagonist assay; inhibition, % at 4.4 µM; hit rate 1.1% among 290,000; in the data active = inhibition above about 16%, passing the limit was not always enough;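 also: cells stimulated with the agonist NPW; 0% = agonist with vehicle and 100% = vehicle without agonist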
# NALP1 inh: NALP1 inhibition. S. cerevisiae NALP1/ASC/caspase-1 growth, X-gal OD620, 72 h. inhibition, % at 10 µM. hit rate 0.61% among 280,000; in the data active = inhibition mostly above about 24%, no sharp cut-off; inactive = mostly below about 32%; also: some compounds called inactive have numbers as strong as hits
# GalR3 antag: antagonists of human GalR3; hit rate 0.44% among 360,000; inhibition, % at 3 µM; HEK293 GalR3-CNG cAMP membrane potential fluorescence; galR3 body fused to GalR1 C-terminus; O60755; AID 651719;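 active = inhibition above the screen-wide average plus 3 SD, cut at about 13% in these data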;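 also: forskolin and galanin both at EC90 stimulate the cells; cAMP rise reported by CNG channel membrane potential dye signal; 0% = forskolin plus galanin with DMSO and 100% = forskolin alone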
# Target sequence (O60755 1-299 limits assumed): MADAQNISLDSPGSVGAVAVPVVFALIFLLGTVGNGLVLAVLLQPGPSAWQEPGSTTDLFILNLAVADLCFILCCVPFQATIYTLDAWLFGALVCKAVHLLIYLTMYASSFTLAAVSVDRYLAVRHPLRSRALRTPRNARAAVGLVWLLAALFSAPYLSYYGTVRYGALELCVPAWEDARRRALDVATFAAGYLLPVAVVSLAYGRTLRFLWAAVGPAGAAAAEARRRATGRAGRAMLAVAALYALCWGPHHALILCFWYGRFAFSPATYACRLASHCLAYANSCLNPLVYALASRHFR
# OXTR ag: agonists of human oxytocin receptor. P30559. CHO-OTR cells, Fluo-8 calcium fluorescence; normalized: DMSO 0%, oxytocin 100%. activation, % at 3 µM. hit rate 0.32% among 320,000. AID 2435;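 active = activation above the mean of all tested compounds plus 3 SD, cutoff set per screening run, cut at about 20% in these data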;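 also: peak over basal fluorescence ratio from a 100 s FLIPR kinetic read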
# * marks the source's active call; other numbers are inactive results; . = not tested or not shown; & = joins results of further samples.
SMILES,V1R ag counter,PHOSPHO1 inh,MEKK2wt PB1 HTS,MEKK2mut PB1 HTS,MEKK3 PB1 HTS,GPR7 antag,NALP1 inh,GalR3 antag,OXTR ag
Cc1cc(Cl)ccc1NC(=O)C(=O)N/N=C/c1ccc2c(c1)OCO2,0.5,10,99,-1,101,-7,18,-6,0.7
CSc1nc(N)nc(SCC(=O)OC(C)C)c1C#N,0.5,-16,100,2,98,-4,-1,5,2.3
CC(C)(C)NC(=O)C1CCCN(S(=O)(=O)c2ccc(-n3cnnn3)cc2)C1 (configuration not stated),-0.1,8,100,0,100,1,9,-7,0.5
Cc1oc(C)c(C(N)=O)c1C(N)=O,0.6,-16,101,5,104,-12,12,4,-0.3
CN(C(=O)C1CCN(c2ncnc3c2nc2n3CCCCC2)CC1)C1CCCCC1,4.3,-9,102,0,102,3,26,-8,0.6
CCC(C)(C)NC(=O)c1ccc2c(c1)N(CC(=O)NC1CCCC1)C(=O)C(C)(C)O2,0.2,46,96,-2,102,-14,14,-5,-0.4
Cc1[nH]c2ccccc2c1C(=O)CN1CCN(C2CCCCC2)CC1,.,-48,97,-6,90,-8,5,.,.
O=C(NCCNS(=O)(=O)c1ccc(Cl)cc1)c1cc(OCC(F)(F)F)ccc1OCC(F)(F)F,8.4,1,100,-3,99,12,-6,7,-0.9
Cc1ccc(C)c(NC(=S)N2CCC(NC(=O)c3ccccc3)CC2)c1,0.0,-54,101,-1,101,-6,12,-7,-0.3
COc1ccc2c(=O)c3c(=O)n(CCc4ccccc4)c(C(C)C)nc3oc2c1,-0.6,8,90,-11,98,-4,9,-1,-2.3
CC1CCN(C(=O)CSc2nc(N)cc(N)n2)CC1,1.7,24,97,-1,98,-1,4,-5,1.4
O=C1CCc2cc(S(=O)(=O)N3CCN(c4cccc(Cl)c4)CC3)ccc2N1,0.4,14,100,6,100,-4,0,0,0.3
Cc1ccc(SCC(=O)NNC(=O)c2ccc(S(C)(=O)=O)cc2)cc1,0.0,46,102,4,99,-3,2,-10,-0.3
COc1ccc(Nc2ccc(C(F)(F)F)cc2[N+](=O)[O-])cn1,-1.0,9,108,11,105,-13,11,-5,-1.1
Cc1cc(S(=O)(=O)N2CCOCC2)ccc1OCC(=O)N1CCC(C(N)=O)CC1,1.3,36,102,0,102,-1,0,-6,-0.2
Cc1cc(=O)n2[nH]c(-c3cccnc3)nc2n1,0.0,-2,.,.,.,-9,13,-6,-0.2
CCCCCCc1ccc(N2C[C@H](CCCCC)[C@@H](CC(=O)NCc3ccc(OC)cc3)C2=O)cc1,1.1,-7,101,-9,101,7,12,1,1.1
O=Cc1ccccc1OCCOc1ccc([N+](=O)[O-])cc1,2.0,3,85,-10,102,15,-9,-6,-1.6
COc1ccc(C(=O)N/N=C2\CCc3ccccc32)cc1OC,1.1,5,104,0,97,-6,14,0,0.8
Cc1cc(NC(=O)COC(=O)C2=COCCO2)c([N+](=O)[O-])cc1C,-0.9,58,97,-7,100,4,14,-6,-0.3
Cc1ccc(S(=O)(=O)N(C)C(=O)NC(=O)NS(=O)(=O)c2ccccc2)cc1,0.4,-10,104,2,100,-21,14,-1,1.1
Cc1ccc2c(c1)c1c3n2CCN=C3CCC1,0.3,-6,91,-4,89,0,14,-5,-0.3
O=C(Cn1c2[n+](c3ccc(C(F)(F)F)cc31)CCCCC2)c1ccc2c(c1)OCCO2,-0.3,11,102,2,98,-8,2,-2,0.6
COc1cccc(-c2ccc(SCC(=O)NCCc3ccccc3)nn2)c1,-1.2,-15,101,4,100,1,7,3,-1.2
Cc1cc(C)c(NC(=S)N(CCN(C)C)C(C)c2cccnc2)c(C)c1 (configuration not stated),0.9,9,93,-3,98,0,-7,-1,0.0

# Full records from above. Order of screens: V1R ag counter, PHOSPHO1 inh, MEKK2wt PB1 HTS, MEKK2mut PB1 HTS, MEKK3 PB1 HTS, GPR7 antag, NALP1 inh, GalR3 antag, OXTR ag
# COc1ccc2c(=O)c3c(=O)n(CCc4ccccc4)c(C(C)C)nc3oc2c1 is entered as -0.6, 8, 90, -11, 98, -4, 9, -1, -2.3
# Cc1ccc2c(c1)c1c3n2CCN=C3CCC1 is entered as 0.3, -6, 91, -4, 89, 0, 14, -5, -0.3
# Cc1cc(S(=O)(=O)N2CCOCC2)ccc1OCC(=O)N1CCC(C(N)=O)CC1 is entered as 1.3, 36, 102, 0, 102, -1, 0, -6, -0.2
# O=C(Cn1c2[n+](c3ccc(C(F)(F)F)cc31)CCCCC2)c1ccc2c(c1)OCCO2 is entered as -0.3, 11, 102, 2, 98, -8, 2, -2, 0.6
# O=C1CCc2cc(S(=O)(=O)N3CCN(c4cccc(Cl)c4)CC3)ccc2N1 is entered as 0.4, 14, 100, 6, 100, -4, 0, 0, 0.3

# (more compounds)
SMILES,V1R ag counter,PHOSPHO1 inh,MEKK2wt PB1 HTS,MEKK2mut PB1 HTS,MEKK3 PB1 HTS,GPR7 antag,NALP1 inh,GalR3 antag,OXTR ag
OCCNc1nc2ccccc2n1-c1ccccc1,-0.5,38,94,1,97,-17,21,-3,1.8
COc1ccc(-c2sc3ccc(OC)cc3c2C#CCCO)cc1,0.1,-13,102,-3,101,-11,-12,.,-0.1
Cc1ccc(SCC(=O)OCC(=O)NC2CCCCCC2)cc1,-1.2,23,95,3,96,-3,5,-3,-1.8
O=C(c1ccc(S(=O)(=O)N2CCOCC2)cc1)N(c1ccccc1)C1C=CS(=O)(=O)C1 (configuration not stated),1.0,2,105,5,109,-3,23,.,0.8
CC(C)(C)CC(C)(C)NC(=O)/C=C/C(=O)O,0.0,32,103,3,106,-6,-6,-5,0.2
O=C(c1cccs1)N(c1cccc(Cl)c1)C1C=CS(=O)(=O)C1 (configuration not stated),0.4,-17,96,1,97,-1,3,-2,0.9
CC(SC1CCCC1)C(=O)Nc1ccnn1C(C)C (configuration not stated),-0.4,9,95,-3,97,8,-1,-4,0.6
CC1(C)CC(=O)C2=C(C1)c1c(ccc3ccccc13)NC2c1ccco1 (configuration not stated),1.9,6,100,-1,80,-14,-12,-4,-1.8
O=C(COc1ncnc2scc(-c3ccc(Cl)cc3)c12)NCc1ccco1,1.5,1,101,1,102,2,18,-4,0.1
Cc1cccc(NC(=O)NNC(=O)c2ccc3ccccc3c2)c1,.,28,104,2,102,-7,6,-1,.
CCCCCOc1ccc(NC(=O)CSc2cccc3cccnc23)cc1,0.1,-5,100,0,115,-8,22,-4,-0.2
CCCCCC(=O)Nc1ccc(Cl)cn1,-1.5,15,104,3,101,0,21,-1,-1.1
Cc1ccc(NC(=O)CCCC(=O)O)c(Br)c1,0.3,3,101,3,102,-3,-15,-1,0.5
COC(=O)c1ccc(NC(=O)CSc2nc(N)c(NC(=O)c3ccc(Br)o3)c(=O)[nH]2)cc1,1.2,43,110,2,105,1,22,-2,0.4
CCn1ncc(/C=N/NS(=O)(=O)c2ccc(Cl)cc2)c1C,2.1,26,102,17,102,-12,4,-3,0.1
COCCSc1nnc(-c2cccc(C#N)c2)n1C,0.5,1,99,-1,101,14,10,-6,0.3
CCCCc1nc2sc3c(=O)n(N)cnc3c2c2c1CCCC2,0.5,1,117,11,105,-6,26,6,-0.3
O=C(COc1ccc2ccc(=O)oc2c1)OCc1ccccc1,0.1,48,103,0,106,5,26,-1,-1.1
c1ccc(CNCc2ccco2)cc1,-0.2,.,101,1,101,-10,5,-10,0.1
CSc1nnc(CCNS(=O)(=O)c2ccc(Br)cc2)n1C,-0.8,10,104,2,102,-3,15,-10,0.7
COc1ccc(/C=C(\NC(=O)c2ccc([N+](=O)[O-])cc2)C(=O)N2CCOCC2)cc1,1.6,23,99,-6,102,3,4,-3,-1.2
COc1ccc(C(=O)NC(=S)NNC(=O)[C@H]2C[C@@H]2c2ccccc2)cc1OC,3.2,-10,87,-23,89,-12,-7,-1,3.0
O=C1c2ccccc2C(=Nc2ccccc2)C1c1cccc(Br)c1 (configuration not stated),-0.8,22,106,6,102,-9,0,-5,-2.3
COc1ccc(C)cc1S(=O)(=O)Nc1cccc(-c2cn3cccnc3n2)c1,0.7,39,104,-1,102,3,16,-4,2.9
COc1ccc(Nc2ccccc2C(=O)O)cc1,0.9,7,104,6,102,-8,-15,-1,1.1
SMILES,V1R ag counter,PHOSPHO1 inh,MEKK2wt PB1 HTS,MEKK2mut PB1 HTS,MEKK3 PB1 HTS,GPR7 antag,NALP1 inh,GalR3 antag,OXTR ag
O=C(CNC(=O)c1ccccc1)OCC(=O)N1c2ccccc2Sc2ccccc21,1.1,-6,100,-2,99,-13,-19,-10,1.1
Cc1cc(=O)oc2c(C)c(OCC(=O)N(C)C)ccc12,-0.1,-4,114,2,104,-6,16,0,-0.1
CC(=O)Nc1ccc(S(=O)(=O)N2CCN(C(=O)c3ncoc3-c3ccccc3F)CC2)cc1,0.1,22,101,-2,101,-1,6,-5,0.5
CCc1nnc(NC(=O)CCC(=O)NCCc2ccc(OC)c(OC)c2)s1,1.4,11,106,-1,104,-2,27,4,-0.8
Cc1ccsc1C(=O)OCC(=O)NC1CCS(=O)(=O)C1 (configuration not stated),-0.7,-3,98,2,102,-11,6,3,0.8
O=C(Nc1cnn(Cc2ccc(F)cc2)c1)c1cc(-c2cccs2)on1,1.7,11,108,9,105,-1,39,.,1.7
COc1cccc(-c2nnc(SCC(=O)N3CC(C)CC(C)C3)o2)c1 (configuration not stated),0.1,4,103,6,105,4,-2,0,-1.4
Cc1ccc2c(C)c(C(=O)N3CCN(c4cnccn4)CC3)oc2c1C,-0.5,9,108,9,104,-1,-18,-2,-0.8
Cc1cc(NC(=O)CS(=O)(=O)c2c[nH]c3ccccc23)no1,-0.1,-16,110,3,105,-11,9,3,-0.1
Cc1ccc(NC2=C(Cl)C(=O)OC2OC(=O)c2ccc(C)cc2)cc1 (configuration not stated),0.1,-20,88,-14,89,6,-2,-7,-2.2
Cc1oc(-c2cccc(Cl)c2)nc1CN1CCC(C(=O)NCC2CCCO2)CC1 (configuration not stated),-0.1,2,114,7,100,-8,8,0,0.2
O=c1[nH]c(S)nc2sc3c(c12)CCCC3,0.0,-58,104,2,101,-17,-6,.,-1.4
CSc1nnc(NC(=O)c2ccc(S(=O)(=O)N3CCOCC3)cc2)s1,-0.6,8,106,4,102,-6,8,1,0.4
CC(C)(C)c1ccc(OCC(=O)NN2Cc3ccccc3C2=N)cc1,0.0,12,94,-10,102,-16,-2,-3,0.0
CCOn1c(=O)c(-c2cccc([N+](=O)[O-])c2)[n+]([O-])c2ccccc21,-0.6,-11,112,8,97,-4,35,-3,0.4
Cc1cccc(NC(=O)CCOc2ccccc2)c1,0.1,-4,99,-3,96,4,11,4,-0.2
COc1ccc(Nc2nc(N)nc(CSC(=S)N3CCOCC3)n2)cc1,1.9,38,96,-6,95,-6,11,-7,-1.8
Cc1nnc(NC(=O)NC(C)N2C(=O)C3C4C=CC(C4)C3C2=O)s1 (configuration not stated),0.1,14,103,2,106,-4,-4,0&-4,0.5
CCCC(C)NC(=O)C1c2ccccc2Oc2ccccc21 (configuration not stated),-1.0,40,109,4,104,-7,19,-11,-1.8
S=C1Nc2ccccc2Sc2ccc(Cl)cc21,2.7,9,104,0,103,-11,26,-6,0.6
CN1CCc2c(sc(NC(=O)Cc3ccccc3)c2C(N)=O)C1,-0.1,-124,97,-4,97,0,-10,.,-0.2
c1ccc(-c2csc3nnc(SCc4ccc5c(c4)OCCO5)n23)cc1,0.3,17,100,1,106,-3,5,-2,-2.5
CCCCSc1nc(O)c(Cc2ccccc2)c(=O)[nH]1,1.6,6,100,-2,99,-6,8,-2,-0.2
CCN1CCN(C(=O)CN(c2cc(OC)ccc2OC)S(C)(=O)=O)CC1,0.0,-4,109,2,106,-4,19,-4,-0.8
Cc1ccc(CN=C2Nc3ccccc3CS2)cc1,-0.9,-16,106,-2,102,-8,1,-6,-1.0
O=C(O)CCCCCn1c(SCC(=O)c2ccc(O)c(O)c2)nc2ccsc2c1=O,0.7,5,94,-6,93,-6,23,4,-0.2
